Source: PubChem (Broad Institute)
E-selectin induc – E-selectin induction on HUVECs. HUVEC E-selectin immunofluorescence imaging; normalized: neutral wells 0, TNF-alpha wells 100. activation, % at 7.58 µM. 260,000 compounds, 0.37% hits;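 active means mean E-selectin-positive cell signal at least 10% of the positive control, reached in at least 60% of replicates, without over 20% cell loss; inconclusive means no rule given, readout overlaps actives, possibly toxicity-flagged; inactive means the rest, including those meeting only one limit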;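 further: in these data hits start at about 27%; measured in HUVEC primary endothelial cells; signal is the percent of cells scored E-selectin positive by PE staining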
Target sequence (P16581 whole entry, looked up): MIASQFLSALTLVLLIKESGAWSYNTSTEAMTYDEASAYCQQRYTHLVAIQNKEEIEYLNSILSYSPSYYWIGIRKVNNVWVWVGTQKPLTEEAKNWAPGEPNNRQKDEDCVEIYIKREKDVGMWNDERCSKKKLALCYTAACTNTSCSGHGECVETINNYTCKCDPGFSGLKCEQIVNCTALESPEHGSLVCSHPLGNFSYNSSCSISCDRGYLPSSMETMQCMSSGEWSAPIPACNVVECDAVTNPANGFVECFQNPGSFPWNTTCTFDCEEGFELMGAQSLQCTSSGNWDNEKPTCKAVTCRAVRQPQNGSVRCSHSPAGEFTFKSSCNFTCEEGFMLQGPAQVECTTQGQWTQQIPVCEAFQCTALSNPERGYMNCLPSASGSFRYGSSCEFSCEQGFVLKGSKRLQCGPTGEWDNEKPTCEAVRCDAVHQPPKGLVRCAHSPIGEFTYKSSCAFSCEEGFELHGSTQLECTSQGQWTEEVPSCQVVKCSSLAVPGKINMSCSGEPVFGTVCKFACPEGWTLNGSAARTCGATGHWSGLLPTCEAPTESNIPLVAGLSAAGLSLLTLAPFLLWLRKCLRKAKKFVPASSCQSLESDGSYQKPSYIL
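Material: HUVEC primary endothelial cells; Amount: 3,000 cells per well; Dosing: single concentration; Medium: EGM-2 growth medium on 0.1% gelatin-coated wells; Read-out basis: percent E-selectin-positive cells; Signal: immunofluorescence imaging; Control set: TNF-alpha, DMSO.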
S100A4 MyoIIA – S100A4-myosin IIA interaction inhibition; 360,000 compounds, 0.14% hits; S100A4/TAMRA-MyoIIA peptide fluorescence polarization; inhibition, % at 10.7 µM; AID 652163; P26447;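 active means mean inhibition of at least 70% across replicates, with every replicate also reaching that level; inconclusive means mean inhibition reaches 70% but some replicates fall short; inactive means mean inhibition below 70%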
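System – human S100A4 monomer protein, biochemical binding assay · Buffer or medium – Calcium-containing HEPES buffer, pH 7.2 · Timing – 5 min between mix addition and reading · Also added – TAMRA-labelled myosin IIA heavy-chain peptide probe, 5 nM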
SIRT5 inh – sirtuin-5 (human) deacylase inhibition | Q9NXA8 | Purified SirT5, succinyl-peptide AMC, trypsin-coupled fluorescence | inhibition, % at 15 µM | 330,000 compounds, 1.1% hits | AID 652115; in the data active means inhibition above about 15%; inconclusive means no clear call, values can overlap the other calls
Statin myotox sup – protects C2C12 myotubes from simvastatin toxicity | ATP luminescence, 48 h; scaled: DMSO 0, geranylgeraniol control 100 | rescue of ATP level, % at 7.49 µM | 330,000 compounds, 0.78% hits | AID 602340;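 active means mean ATP rescue above about 67%, or every replicate alone reaching that limit, limit read from the data, passing the limit was not always enough; inconclusive means no clear call, values can overlap the other calls; inactive means mean under the limit and some replicate under it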;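 further: myotubes were challenged with 10 µM simvastatin during compound exposure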
ERp5 inh – blocks human ERp5 reductase activity on insulin | Q15084 | ERp5 insulin aggregation, absorbance 650 nm, 90 min | inhibition, % at 9.99 µM | 350,000 compounds, 0.05% hits | AID 651711;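 active means mean replicate inhibition above about 25%, with every replicate also reaching it, limit read from the data, passing the limit was not always enough; inconclusive means only one of those two criteria met; inactive means neither criterion met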
Target sequence (Q15084 whole entry, looked up): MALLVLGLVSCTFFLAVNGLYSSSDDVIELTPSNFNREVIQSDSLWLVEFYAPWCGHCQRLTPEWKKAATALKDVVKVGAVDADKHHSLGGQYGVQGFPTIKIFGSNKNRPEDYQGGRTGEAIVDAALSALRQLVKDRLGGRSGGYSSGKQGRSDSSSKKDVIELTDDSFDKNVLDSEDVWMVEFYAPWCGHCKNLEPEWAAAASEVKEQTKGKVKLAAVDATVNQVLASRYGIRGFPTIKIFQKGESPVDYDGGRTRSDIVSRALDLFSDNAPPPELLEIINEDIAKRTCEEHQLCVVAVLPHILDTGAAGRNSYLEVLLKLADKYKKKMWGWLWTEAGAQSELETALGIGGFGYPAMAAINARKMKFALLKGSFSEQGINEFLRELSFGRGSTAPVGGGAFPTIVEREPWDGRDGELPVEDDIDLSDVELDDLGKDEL
DENV2 CPE – DENV2-induced cell death inhibition | DENV2-infected cells, cytopathic effect rescue, plate reader | CPE inhibition, % at 9.99 µM | 350,000 compounds, 1.7% hits | AID 651640; in the data active means CPE inhibition above about 20%, passing the limit was not always enough; inconclusive means no clear call, values can overlap the other calls; tested in BHK-21 cells;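 further: 0% = median of neutral control wells and 100% = median of positive control wells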
PglD DTNB – PglD (C. jejuni) enzyme inhibition; inhibition, % at 12.5 µM; 360,000 compounds, 0.098% hits; purified PglD enzyme, DTNB colorimetric CoA detection; AID 602405; in the data active means inhibition above about 16%, passing the limit was not always enough; inconclusive means no clear call, values can overlap the other calls; further: strong numbers were not always called active
* marks the source's active call; other numbers are inactive results; ? = inconclusive; . = not tested or not shown; & = joins results of further samples.

canonical_smiles	E-selectin induc	S100A4 MyoIIA	SIRT5 inh	Statin myotox sup	ERp5 inh	DENV2 CPE	PglD DTNB
CC1CN(C(=O)CCC(=O)NC(C)c2ccccc2)c2cc(Cl)ccc2O1 (stereo not given)	0.3	7.6	-0.1	2.6	2.9	-1.9	-3.4
CC(=O)Nc1cccc(-c2ccnc3c2CC(C(=O)NC(C)C)O3)c1 (stereo not given)	0.3	-7.0	-2.7	9.4	5.9	11.4	3.9
COc1ccccc1N(C)C(=O)c1cc(S(=O)(=O)N2CCCC2)cn1C	-0.2	11.1	-6.1	-9.4	10.6	-1.0	-0.8
Cc1ccccc1C(=O)NC(CC(C)C)C(=O)Nc1cccc(S(=O)(=O)N(C)C)c1 (stereo not given)	3.0	-4.0	-1.6	.	2.8	-3.4	.
CCOC(=O)Nc1cc2c(c(N)n1)N=C(c1ccccc1)CN2	0.2	4.8	1.3	.	-3.8	3.7	.
CC(C)(CCC(=S)N1CCOCC1)C1CCCCC1	.	-2.8	11.5	-0.7	-0.2	-5.2	-2.7
C/C=C/c1cnc2c(c1)C(=O)N([C@@H](C)CO)C[C@@H](C)[C@H](CN(C)S(=O)(=O)c1ccccc1)O2	-0.3	6.7	-3.9	-1.4	4.9	-1.6	0.7
COC(=O)Nc1ccc2c(c1)N(C(=O)CCN(C)C)c1ccccc1CC2	0.0	-2.0	-1.7	-10.9	-0.3	-0.6	-0.1
COc1cc2c(c(OC)c1OC)C(=O)CO2	-1.1	-0.9	.	5.6	-1.0	1.8	0.3
CC(=O)c1cc(C#N)c(SCc2ccccn2)nc1C	0.0	-0.2	.	.	1.6	2.5	7.2
CCCNC(=O)N1[C@H](C#N)[C@H](c2ccc(C#Cc3ccc(F)cc3)cc2)[C@H]1CO	0.5	1.1	3.5	-9.1	-6.8	-14.7	-0.9
Cc1cccc(N(CC(=O)NC(C)(C)C)C(=O)CNC(=O)c2cccs2)c1	.	-2.8	-0.3	.	4.7	-2.9	.
CCN(CC(=O)Nc1ccc2c(c1)OCCO2)C(=O)c1ccc([N+](=O)[O-])s1	-0.7	20.4	4.7	16.1	-1.4	4.3	-5.4
O=C(CCc1nnc(COc2ccccc2)o1)NC1(c2ccccc2)CC1	0.8	-2.6	-1.3	-4.5	1.9	4.1	-4.4
COc1ccc(S(=O)(=O)N(C)C[C@@H]2Oc3c(NS(=O)(=O)c4ccc(C)cc4)cccc3C(=O)N([C@H](C)CO)C[C@@H]2C)cc1	-0.1	-4.4	3.0	-31.2	-3.9	-3.4	-2.8
Cc1cccc(Nc2nc(NCc3ccco3)c3ccccc3n2)c1	.	2.7	-1.8	.	4.0	7.4	.
O=C(Nc1ccncc1)Nc1cccc(C(F)(F)F)c1	-0.2	-4.9	-1.1	-12.6	8.4	-4.8	-3.8
CN(Cc1cn[nH]c1-c1ccc2c(c1)OCO2)C1CCOCC1	3.6	8.7	-5.7	-7.1	6.0	0.5	0.9
Cc1noc(C)c1S(=O)(=O)Nc1ccc2c(c1)C(=O)N([C@H](C)CO)C[C@H](C)[C@@H](CN(C)C(=O)Nc1ccc3c(c1)OCO3)OCCCC[C@@H](C)O2	0.0	-8.0	2.0	.	-5.4	-5.4	-4.1
COc1cc2c(cc1NC(=O)C(C)OC(=O)/C=C/c1ccc(OC(F)F)cc1)oc1ccccc12 (stereo not given)	.	-6.1	-4.2	-13.8	1.3	2.8	.
CCCC#Cc1cnc2c(c1)C(=O)N([C@H](C)CO)C[C@H](C)[C@H](CN(C)Cc1ccncc1)O2	0.7	5.8	5.9	7.9	-3.0	16.7	-2.0
COc1ccc(NC(=O)c2cc3c(Cl)nc4ccccc4c3s2)c(OC)c1	.	-29.7	0.1	.	-5.1	?	.
Cc1ccc(OCCC(=O)OCC(=O)NC2CCCCC2)cc1	.	10.8	.	14.6	1.9	17.1	1.6
C[C@@H]1CCCCO[C@@H](CN(C)S(=O)(=O)c2cccs2)[C@H](C)CN([C@@H](C)CO)C(=O)c2cc(NS(=O)(=O)c3ccc(Cl)cc3)ccc2O1	.	-3.1	6.0	.	-7.0	14.8	-1.0
CCOC(=O)Nc1ccc2c(COC(=O)c3ccccc3O)cc(=O)oc2c1	.	2.0	-5.3	-17.7	-3.5	-0.4	-3.0
COc1cc2c(cc1OC)C(c1c(Cl)cccc1Cl)=NCC2	0.3	-2.4	3.1	.	0.7	16.2	.
CN1CCN(/N=C/c2nc(-c3cccc([N+](=O)[O-])c3)n3ccccc23)CC1	0.1	1.2	1.3	.	-5.3	6.7	.
C[C@H](NC(=O)C[C@@H]1CC[C@H](NC(=O)Nc2ccc3c(c2)OCO3)[C@H](CO)O1)c1ccccc1	-0.6	-5.4	-2.8	12.2	4.3	-3.1	-1.8
O=C(c1ccc(F)cc1)N1CCN(C2CCC(c3ccccc3)CC2)CC1 (stereo not given)	.	7.7	-2.4	12.3	-0.9	0.8	-1.2
O=C(C[C@@H]1C[C@H]2c3cc(NC(=O)Nc4ccc(C(F)(F)F)cc4)ccc3O[C@H]2[C@H](CO)O1)NCc1ccc(Cl)cc1	6.0	4.4	6.9	-36.9	-7.0	-1.8	-4.5
COc1ccc(C(=O)N(Cc2cccs2)C2CCS(=O)(=O)C2)cc1 (stereo not given)	-0.1	0.2	6.9	8.8	1.0	-2.7	-2.7
C/C(Cn1nnc([N+](=O)[O-])n1)=N\NC(=O)c1cccc(Cl)c1	.	2.1	-0.6	0.0	-1.4	5.2	-1.7
COc1ccccc1C(C(=O)NC1CCCC1)N(C(=O)c1csnn1)C1CC1 (stereo not given)	18.8	3.2	-1.7	14.3	3.5	1.5	-0.1
CC1CCCCN1CCCNC(=O)CN1C(=O)CSc2ccc(S(=O)(=O)N3CCOCC3)cc21 (stereo not given)	.	-2.5	-0.5	-5.5	1.6	14.1	2.6
O=C(NNC1=Nc2ccccc2SC1)c1ccccc1F	.	-3.8	-0.5	.	7.6	5.9	.
NCC[C@@H]1CC[C@@H](NC(=O)C2CCCC2)[C@H](CO)O1	-0.4	3.3	-2.6	-5.0	2.5	-5.8	0.6
O=C(C[C@@H]1CC[C@@H]2[C@H](COC[C@H](O)CN2S(=O)(=O)c2ccccc2F)O1)N1CCC(Cc2ccccc2)CC1	-0.3	.	.	0.2	.	-2.2	-1.8
O=C(Nc1nnc(-c2ccc(F)cc2)s1)c1c(F)cccc1Cl	.	-1.6	-2.6	4.7	2.9	5.3	1.4
CNC(=S)N(CCc1c(C)[nH]c2ccc(OC)cc12)Cc1ccco1	0.0	-2.9	-2.3	5.8	2.3	11.7	5.4
COc1ccc(CN(C)C[C@@H]2OCCCC[C@@H](C)Oc3ccc(NC(=O)NC(C)C)cc3C(=O)N([C@H](C)CO)C[C@@H]2C)cc1	-0.2	3.0	0.4	-23.8	4.0	-1.6	-2.2
CN(C)C(CNC(=O)c1ccc(NC(=O)CC#N)cc1)c1ccccc1 (stereo not given)	-0.2	-3.7	-2.3	.	1.4	14.9	.
COCCNC(=O)c1ccc(N2CC3CC(C2)c2cccc(=O)n2C3)c(NC(=O)c2ccccc2Cl)c1 (stereo not given)	-0.4	-2.1	.	7.4	-1.9	-2.9	3.3
COc1ccccc1OCC(O)CO (stereo not given)	-0.1	-3.5	-3.7	1.9	3.9	6.4	-95.7
O=C1CS(=O)(=O)C(c2cccc([N+](=O)[O-])c2)N1c1ccccc1 (stereo not given)	.	-16.7	0.0	.	3.0	-3.6	-9.5
CCCc1nc2oc3ccccc3c(=O)c2c(=O)n1-c1ccccc1	0.0	-3.1	0.8	.	0.8	-5.3	3.1
COc1ccccc1CN1CCNC(=O)C1CC(=O)N(C)Cc1nc(C)cs1 (stereo not given)	0.2	-1.7	-3.0	5.8	-1.1	-7.3	-1.5
C[C@H](CO)N1C[C@H](C)[C@@H](CN(C)Cc2ccc(Cl)c(Cl)c2)Oc2ccc(NC(=O)Cn3cnnn3)cc2C1=O	-0.1	-26.0&3.1	7.0	-31.0&2.7	8.1&2.9	?	-2.0&-1.8
CC1(C(=O)NS(=O)(=O)c2ccccc2)CCN1C(=O)c1ccc(C2CCCCC2)cc1 (stereo not given)	-0.1	-3.7	-1.6	11.0	6.3	0.0	-4.9
CCOc1ccccc1NC(=O)Nc1cccc(S(N)(=O)=O)c1	.	4.8	-4.5	.	3.0	-2.3	3.3
COc1cccc(-c2cnc3c(c2)C(=O)N([C@@H](C)CO)C[C@@H](C)[C@@H](CN(C)Cc2ccncc2)O3)c1	-0.2	3.2	-1.6	-5.3	3.4	3.5	1.4
Cc1ccc(S(=O)(=O)N(C)C[C@@H]2OCCCC[C@@H](C)Oc3ccc(NC(=O)Nc4ccc5c(c4)OCO5)cc3C(=O)N([C@H](C)CO)C[C@H]2C)cc1	.	5.2	3.2	.	0.8	5.9	-5.5
COc1ccc(OC)c(C2=Nn3c(nnc3-c3cc(C)[nH]n3)SC2)c1	0.5	-4.8	.	.	-1.5	-1.0	.
CC1(NC(=O)C2CCN(C(=O)Nc3ccccc3)CC2)CCS(=O)(=O)C1 (stereo not given)	1.6	-12.5	6.5	-6.2	5.2	0.9	3.7
Cc1nn(-c2ccccc2)c(C)c1C(=O)OCC(=O)Nc1ccccc1F	-2.4	1.0	-3.9	4.8	10.0	-11.5	3.0
COc1ccc(-c2ccc([C@H]3[C@H](C#N)N(C(=O)c4cccc(F)c4)[C@H]3CO)cc2)cc1	-0.2	-7.0	2.5	32.5	1.4	11.3	-0.8
COc1ccccc1-c1ccc(Nc2cccc(C(C)=O)c2)nn1	.	-0.5	3.5	.	-1.0	-1.1	3.2

Another view of four compounds above.
Below each SMILES – E-selectin induc, S100A4 MyoIIA, SIRT5 inh, Statin myotox sup, ERp5 inh, DENV2 CPE, PglD DTNB
Cc1nn(-c2ccccc2)c(C)c1C(=O)OCC(=O)Nc1ccccc1F
→ -2.4, 1.0, -3.9, 4.8, 10.0, -11.5, 3.0
CC1(C(=O)NS(=O)(=O)c2ccccc2)CCN1C(=O)c1ccc(C2CCCCC2)cc1 (stereo not given)
→ -0.1, -3.7, -1.6, 11.0, 6.3, 0.0, -4.9
COCCNC(=O)c1ccc(N2CC3CC(C2)c2cccc(=O)n2C3)c(NC(=O)c2ccccc2Cl)c1 (stereo not given)
→ -0.4, -2.1, ., 7.4, -1.9, -2.9, 3.3
COc1cccc(-c2cnc3c(c2)C(=O)N([C@@H](C)CO)C[C@@H](C)[C@@H](CN(C)Cc2ccncc2)O3)c1
→ -0.2, 3.2, -1.6, -5.3, 3.4, 3.5, 1.4

2 neighbouring records already listed, for reference:
canonical_smiles	E-selectin induc	S100A4 MyoIIA	SIRT5 inh	Statin myotox sup	ERp5 inh	DENV2 CPE	PglD DTNB
O=C(Nc1nnc(-c2ccc(F)cc2)s1)c1c(F)cccc1Cl	.	-1.6	-2.6	4.7	2.9	5.3	1.4
CNC(=S)N(CCc1c(C)[nH]c2ccc(OC)cc12)Cc1ccco1	0.0	-2.9	-2.3	5.8	2.3	11.7	5.4

Single values from the results shown:
Value of Cc1nn(-c2ccccc2)c(C)c1C(=O)OCC(=O)Nc1ccccc1F in SIRT5 inh: -3.9
Value of CC1(C(=O)NS(=O)(=O)c2ccccc2)CCN1C(=O)c1ccc(C2CCCCC2)cc1 (stereo not given) in SIRT5 inh: -1.6

These rows are one share of the data; count on the stated rates, not on these rows.
